Assay outcomes: PubChem BioAssay, University of Kansas High Throughput Screening Laboratory
mHTT-CaM PPI inh: mutant huntingtin-calmodulin interaction inhibitors – biochemical, AlphaScreen, primary screen; AID 1671202, 2021; inhibition, % at 15 µM; P42858; actives 3.6% (n = 190,000); AlphaScreen His-mHTT/GST-CaM binding, luminescence;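 further: 0% = both proteins with DMSO and 100% = one protein alone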
Pf apPOL inh: Pf-apPOL inhibitors, biochemical, fluorescence. Plasmodium falciparum apicoplast DNA polymerase (apPOL). inhibition, % at 10 µM. Recombinant Pf-apPOL, molecular beacon fluorescence, 1.5 h. AID 1794808, 2022. actives 0.25% (n = 210,000)
* hit, by the source's call; nt = no result given; & = joins results of further samples. No stated cut-off is given here; in the data, active means inhibition above about 50%; inactive means the rest.

Structure | mHTT-CaM PPI inh | Pf apPOL inh
Cc1nn(CCCC(=O)NCc2ccc(Cl)cc2)c(C)c1[N+](=O)[O-] | -2 | 1
Cc1cc(=O)n(CC(=O)N2CCc3ccccc32)c(N)n1 | 1 | 2
Cc1oc2ccn(Cc3cccc(F)c3)c(=O)c2c1C(=O)NC1CCCCCC1 | -12 | -2
Cc1c(NC(=O)Cc2ccccc2)cccc1-c1nc2ncccc2o1 | 4&-4 | 2&-8
Cc1cccc(Cn2cnc3c(-c4ccc(F)cc4)csc3c2=O)c1 | -9 | -2
Cc1ccc(CN2CCCC2c2nc(-c3cccnc3)no2)cc1 (stereo unspecified) | 15 | 4
O=c1oc(-c2ccc(Br)cc2)nc2ccccc12 | -3 | -6
Cn1nc(CO)c2c1CCN(Cc1ccc(Br)s1)C2 | -4 | -2
Cc1cccc(CS(=O)(=O)NCC(C)(O)c2ccccc2)c1 (stereo unspecified) | -9 | 0
COCCN=C1Nc2ccccc2CNC12CCN(C(=O)c1ccc3cc[nH]c3c1)C2 (stereo unspecified) | 21 | -4
O=C(CSc1ncccn1)N1c2ccccc2Sc2ccccc21 | 9 | -4
Fc1ccccc1-c1nc(-c2ccccc2)no1 | -76 | -1
Cc1ccc(S(=O)(=O)N=C(CN2CCCC2)N2CCOCC2)cc1 | -4 | -54
CC(=O)N1CCN(c2ccc(Cl)cc2)C(=O)C1C (stereo unspecified) | -6 | 9
CCCn1cc(SCC(=O)Nc2ccccc2C(F)(F)F)c2ccccc21 | -42 | -4

Continued; the last 2 above are carried over.
Structure | mHTT-CaM PPI inh | Pf apPOL inh
CC(=O)N1CCN(c2ccc(Cl)cc2)C(=O)C1C (stereo unspecified) | -6 | 9
CCCn1cc(SCC(=O)Nc2ccccc2C(F)(F)F)c2ccccc21 | -42 | -4
CCC(C)NC(=O)C=Cc1cc(OC)ccc1OC (stereo unspecified) | -6 | 5
CCOc1cc(C(=O)NCCSc2c(C)[nH]c3ccccc23)cc(OCC)c1OCC | 19 | -6
Cn1c(=O)c2cc(C(=O)Nc3ccccc3)nn2c2ccccc21 | -4 | 0
COc1ccc(OC)c(NS(=O)(=O)c2cc3c(s2)CCN(C(=O)C2CC2)C3)c1 | 16 | 2
O=S1(=O)c2ccc(N3CC[C@H](O)C3)cc2O[C@@H]2CCN1C2 | -3 | -2
COc1ccc(Cc2c(O)nc3n(c2=O)CCCS3)cc1 | -6 | 0
Cc1nn(-c2cc(N3CCN(C)CC3)ccc2[N+](=O)[O-])c(=O)c2ccccc12 | 4 | -4
COc1cccc(CNC(=O)c2cnn3c(C)c(Cc4cccc(Cl)c4)c(C)nc23)c1 | 48 | -10
O=C1Nc2ccccc2N(O)N1c1ccc(F)cc1 | 2 | 4
Cc1ccc(C)c(NC(=O)CSCc2ccccc2Br)c1 | -9 | -1
CS(=O)(=O)N1CCN(c2ccc([N+](=O)[O-])c(NCc3ccccc3)c2)CC1 | 8 | -7
CNC(=O)N1CCCC(c2cccc(C(=O)N(C)C)c2)C1 (stereo unspecified) | -13 | -8
O=C(Nc1nnc(SCC(=O)N2CCOCC2)s1)c1ccc(Cl)cc1Cl | 3 | -15
Cc1cc2c(c(=O)[nH]1)C(=O)O/C2=C\c1cccnc1 | -2 | 3
Cc1cc(C(F)(F)F)c(C#N)c(SCC(=O)c2ccccc2)n1 | -27 | 2
c1ccc(-c2cc(N3CCCCC3)ncn2)cc1 | -12 | -7
O=C1CC(c2ccccc2F)c2cc3c(cc2N1)OCO3 (stereo unspecified) | -1 | -4
COc1cc(OC)c(C2Nc3cc(C)c(C)cc3NC3=C2C(=O)CC(C)(C)C3)cc1OC (stereo unspecified) | 9 | 1
CC(=O)N1CC2(C(C)C)CN(C(C)=O)CC(C(C)C)(C1)C2=O | -2 | -4
O=c1[nH]c2ccc(S(=O)(=O)Nc3ccc4c(c3)OCO4)cc2[nH]c1=O | 45 | 5
CCOC(=O)NC(=O)c1cn(CCc2ccncc2)c(=O)[nH]c1=O | nt | -6
Cc1cc(Cl)ccc1NNC(N)=S | nt | -4&16
Cc1oc(-c2ccc([N+](=O)[O-])cc2)cc1C(=O)N1CCOCC1 | 3 | 4
COc1ccc(-c2c(C)oc3c(CN(C)Cc4ccccc4)c(O)ccc3c2=O)cc1 | 4 | -6
C=CCOc1ccc(C=Nc2cccc(Cl)c2C)c(O)c1 | -7 | -2
COc1cc2c(cc1N)OCO2 | 54* | nt
COc1ccc(Cl)cc1N1C(=O)c2c(C)nc3ccccc3c2C1=O | 23 | -4
N#CSCCCOc1ccccc1Br | -52 | -1
Cc1c(NC(=O)c2coc(=O)c3ccccc23)cccc1[N+](=O)[O-] | 10 | -2
CCOc1ccc(NC(=O)CCc2ccc(C)o2)cc1 | -9 | -8

(continued)
Under each structure: mHTT-CaM PPI inh, Pf apPOL inh
> CN1CCc2ccccc2Cc2[nH]c3ccccc3c2CC1
→ nt, 4
> CC(=O)C1=C(C)NC(C)=C(C(C)=O)C1c1ccc(-c2ccccc2[N+](=O)[O-])o1
→ 26, -14
> CCc1ccc(NC(=O)c2ccc(N(C)S(=O)(=O)c3ccccc3)cc2)cc1
→ -8, 17
> C=CCNS(=O)(=O)c1ccc(F)c(C(=O)Nc2ccc(F)cc2)c1
→ -6, 38
> CN(C)CCNC(=O)C1Cc2cc(C(F)(F)F)ccc2N2CCOCC12 (stereo unspecified)
→ 16, -1
> CC(CCc1ccccc1)NC(=O)c1cnn2c(-c3ccccc3)ccnc12 (stereo unspecified)
→ -50, -2
> O=C(N1CCN(c2nc(CN3CCCCC3)cs2)CC1)C1(c2ccccc2)CC1
→ 21, -3
> CN(C)c1ccc(NC(=O)c2cc3sc4ccccc4c3s2)cc1
→ 6, -17
> CCOc1ccc(C2Oc3c(OCC)cccc3C3CC(c4ccco4)=NN32)cc1 (stereo unspecified)
→ 44, -19
> CC(C)NC(=O)c1cnn2c3c(cnc12)CCCCCC3
→ 0, 0
> COCCCNC(=O)CCS(=O)(=O)Cc1ccccc1F
→ -6, -14
> COc1ccc(S(=O)(=O)Nc2cccc(N3CCCCC3=O)c2)cc1C
→ -12, -4
> Cc1ccc(C)c(Cc2c(C)nc3nc(SCc4cc(=O)n5c(C)cccc5n4)nn3c2C)c1
→ 13, -12
> O=C(NCCC1CCN(C(=O)Nc2ccccc2)CC1)c1ccco1
→ -13, -3
> O=C(NCc1cccc(F)c1)c1cc2n(n1)CCCN(Cc1cccc(F)c1)C2=O
→ -3, 0
> O=C1NCCN1C(=O)Nc1ccc(Cl)c(Cl)c1
→ -6, nt
> CC(=O)c1ccc(SCC(=O)Nc2ccccc2)c([N+](=O)[O-])c1
→ -2, -9
> Cn1nc(C(=O)NCCc2ccccn2)cc1-c1ccc(F)c(F)c1
→ -4, -3
> COc1ccc(C2CCCN2C(=O)Nc2cc(Cl)ccc2C)cc1 (stereo unspecified)
→ -13, 0
> Cc1nc(CCNC(=O)C2CCCN2C(=O)c2cccc(F)c2)cs1 (stereo unspecified)
→ -4, -1
> Cc1cc(C)cc(-n2ccnc(NC(=O)c3ccccc3)c2=O)c1
→ 1, 0
> COc1cccc2c1OC1(CCC(C)CC1)N1N=C(c3ccco3)CC21 (stereo unspecified)
→ 17, -16
> O=C1c2ccccc2C(O)(Cc2ccccc2)N1Cc1ccccc1 (stereo unspecified)
→ 0, -2
> CCc1onc(C)c1C1CCCN1Cc1ccc(Br)cc1 (stereo unspecified)
→ -52, -4
> O=c1[nH]nc2nc(-c3ccccc3)cnn12
→ 1, nt
> O=C(CN(c1cccc([N+](=O)[O-])c1)S(=O)(=O)c1ccccc1)NCc1cccnc1
→ -4, 1
> COc1ccc(N=C2C(=O)Nc3ccc(Br)cc32)cc1
→ 26, 5
> O=C1c2ccc(Br)cc2C(=O)N1CCO
→ -6, -7
> C=CCN1[C@H](CC(C)C)COc2cc(N3CCCC3)ccc2S1(=O)=O
→ -15, -4
> COc1ccc(-c2n[nH]c3c2C(c2ccc(OC)c(OC)c2)N(c2ccccc2)C3=O)cc1 (stereo unspecified)
→ 19, -4
> COc1ccc(N2C(=O)CC(NCCc3ccc(S(N)(=O)=O)cc3)C2=O)cc1 (stereo unspecified)
→ -7, 8
> CCc1cc(=O)oc2cc(C)c3c(-c4cccc(OC)c4)coc3c12
→ -2, 13
> COc1cc(NC(=O)C2CCCN(c3nnc4c(Cl)cccn34)C2)cc(OC)c1 (stereo unspecified)
→ 12, -1
> Cn1cc(CCCC(=O)NC2CC2)c2ccccc21
→ -4, -12
> N#Cc1cn(Cc2ccco2)c(=O)[nH]c1=O
→ nt, -4
> CC(=O)Nc1cccc(C(=O)c2cccc(NC(C)=O)c2)c1
→ -8, 5
> O=C1Nc2ccc(Br)cc2/C1=C/c1ccccc1F
→ 31, -1
> O=C(O)CCS(=O)(=O)c1ccc(-c2ccc(S(=O)(=O)CCC(=O)O)cc2)cc1
→ 1, 8
> CC(NC(=O)C(Cc1ccccc1)N1C(=O)C2C3CCC(C3)C2C1=O)c1ccccc1 (stereo unspecified)
→ 5, 0
> Cc1ccccc1NC(=O)c1cc2c(=O)n(CC(C)C)ccc2n1C
→ -5, -3
> Cc1ccnc(N2CCCC(C(=O)NCc3ccc(OC(C)C)cc3)C2)n1 (stereo unspecified)
→ 5, -6
> Cc1cccc(NC(=O)CSc2nsc(SCC(=O)Nc3cccc(C)c3)c2C#N)c1
→ 2, 11
> CC(CNCC1CCCO1)COc1ccccc1F (stereo unspecified)
→ -6, -2
> Cc1noc(C=Cc2sccc2C2OCCO2)c1[N+](=O)[O-]
→ nt, -12
> COc1cccc(N2CCN(C(=O)c3ccc(Cl)cc3)C(C)C2=O)c1 (stereo unspecified)
→ -2, 1
> CC(=O)N1CCc2cc(Br)cc(S(=O)(=O)NCc3ccc(C)o3)c21
→ 4, -3
> CCCCNC(=O)Nc1cc(C(C)(C)C)nn1C
→ nt, -6
> O=C1C2C3c4ccccc4C(c4ccccc43)C2C(=O)N1Cc1ccccc1 (stereo unspecified)
→ 0, -1&-6
> Cc1ccc(Sc2cc(C(=O)NCc3ccco3)c3ccccc3n2)cc1
→ 6, -1
> O=C1OC(c2ccccc2F)=N/C1=C\c1ccccc1F
→ 5, 1
> O=C(C1CCCN(c2nccc3sccc23)C1)N1CCN(c2ccc(F)cc2)CC1 (stereo unspecified)
→ 95*, -17
> COc1ccc(C)cc1NC(=O)c1cc(C(C)(C)C)n2nccc2n1
→ -54, 1
> COc1ccc2oc(=O)c(NC(=O)c3ccc(Br)cc3)cc2c1
→ -3, -2
> COc1ccc(N2C(=O)C3CCCN3C2c2cc(OC)c(OC)cc2OC)cc1 (stereo unspecified)
→ -4, -2
> Cc1ccccc1N(C)C(=O)c1noc2c1CCCC2
→ 3, -4
> O=C(O)CC1=NN(c2cccc([N+](=O)[O-])c2)C(=O)C1
→ 2, 0
> O=C(O)CSC12CC3CC(CC(C3)C1)C2
→ -3, nt
> FC(F)(F)c1ccncc1-c1ncc(-c2ccccc2)o1
→ nt, -10
> CCCCN1C(=O)C(CC(=O)Nc2ccccc2C(C)C)Sc2ncccc21 (stereo unspecified)
→ 6, -1
> O=C(NCc1ccc2c(c1)OCO2)c1ccc(S(=O)(=O)N2CCCCC2)cc1
→ 4, -2

Additional entries follow.
Under each structure: mHTT-CaM PPI inh, Pf apPOL inh
> COc1cccc(C2NC(C(=O)O)C3C(=O)N(c4ccccc4)C(=O)C23)c1O (stereo unspecified)
→ -8, -6
> O=C1OC(c2ccc(F)cc2)=N/C1=C\c1cccs1
→ 11, -5
> CN1C(=O)C2(CCN(S(=O)(=O)c3ccc(F)cc3)C2)c2ccccc21 (stereo unspecified)
→ 5, -7
> Cc1ccnc(NC(c2ccc3c(c2)OCO3)c2ccc3cccnc3c2O)c1 (stereo unspecified)
→ 99*, 1
> CC(C)c1nnc(NC(=O)COc2cccc(Br)c2)s1
→ 2, -2
> COc1ccc(CNC(=O)c2cn3cc(Cl)ccc3n2)cc1
→ -1, -3
> Cc1c(C(=O)NCC2CCC(C(=O)O)CC2)c(=O)oc2ccccc12 (stereo unspecified)
→ -6, -4
> CC(NC(=O)C1=C2CCCN2c2ccc(F)cc2S1(=O)=O)c1ccc(F)cc1 (stereo unspecified)
→ -2, -2
> CC(C)c1ccc(-c2ccnc3c(C(=O)NCC4CC4)cnn23)cc1
→ -22, 1
> COc1ccc(-c2cc3n(n2)CCCN(C(=O)c2ccccn2)C3)cc1
→ -4, -1
> Cc1ccc(NC(=O)C2CC(=O)N(CCC(C)C)C2)cc1 (stereo unspecified)
→ 1, -8

In the list so far, these contain a Cl atom:
Under each structure: mHTT-CaM PPI inh, Pf apPOL inh
> Cc1nn(CCCC(=O)NCc2ccc(Cl)cc2)c(C)c1[N+](=O)[O-]
→ -2, 1
> CC(=O)N1CCN(c2ccc(Cl)cc2)C(=O)C1C (stereo unspecified)
→ -6, 9
> COc1cccc(CNC(=O)c2cnn3c(C)c(Cc4cccc(Cl)c4)c(C)nc23)c1
→ 48, -10
> O=C(Nc1nnc(SCC(=O)N2CCOCC2)s1)c1ccc(Cl)cc1Cl
→ 3, -15
> Cc1cc(Cl)ccc1NNC(N)=S
→ nt, -4&16
> C=CCOc1ccc(C=Nc2cccc(Cl)c2C)c(O)c1
→ -7, -2
> COc1ccc(Cl)cc1N1C(=O)c2c(C)nc3ccccc3c2C1=O
→ 23, -4
> O=C1NCCN1C(=O)Nc1ccc(Cl)c(Cl)c1
→ -6, nt
> COc1ccc(C2CCCN2C(=O)Nc2cc(Cl)ccc2C)cc1 (stereo unspecified)
→ -13, 0
> COc1cc(NC(=O)C2CCCN(c3nnc4c(Cl)cccn34)C2)cc(OC)c1 (stereo unspecified)
→ 12, -1
> COc1cccc(N2CCN(C(=O)c3ccc(Cl)cc3)C(C)C2=O)c1 (stereo unspecified)
→ -2, 1
> COc1ccc(CNC(=O)c2cn3cc(Cl)ccc3n2)cc1
→ -1, -3

Compounds as they come. Share with any hit: about 3.5%.
